RGS7-Gao: RGS7-Galphao binding modulators, primary screen, biochemical, multiplexed bead flow cytometry; Guanine nucleotide-binding protein G(o) subunit alpha (Homo sapiens), P09471; actives lie on both sides; binding response (% of control), % at 10 µM; 0.35% of 220,000 active; AID 1439, 2008; in the data active means binding response below about 49% or above about 150%; inconclusive means no clear call, values can overlap the other calls; inactive means in between;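 further: fluorescent Galphao held in activated GDP-AlF4 state binding bead-coupled RGS7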
GSH fluor: compound fluorescence on glutathione beads, profiling panel, artefact control, biophysical, 488/530 nm, flow cytometry | GSH beads flow cytometry, compound fluorescence 488/530 nm; active compounds read high | fluorescence (KMESF) at 10 µM | 0.25% of 190,000 active; in the data active means fluorescence above about 89;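 further: glutathione beads carrying GST-tagged Bcl family fusion proteins plus one bare bead set; values are compound well signal with DMSO vehicle wells as background; inactives centre near 16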
Bfl-1 Bim block: inhibitors of Bim binding to Bfl-1, primary screen, biochemical, multiplexed, bead-based flow cytometry; Bcl-2-related protein A1 (Homo sapiens), Q16548; inhibition, % at 10 µM; Bim-Bfl-1 binding inhibition; 0.12% of 190,000 active; AID 1008, 2008;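 further: 0% = wells without compound plus tracer and 100% = blocker peptide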
Bcl-XL Bim block: inhibitors of Bim-Bcl-XL binding, primary screen, biochemical, multiplexed, bead flow cytometry, human Bcl-XL | 0.04% of 190,000 active | inhibition, % at 10 µM | Bim peptide-Bcl-XL binding, fluorescence | Bcl-2-like protein 1 (Homo sapiens), Q07817
Avidin fluor: green autofluorescence of compounds with avidin beads – biophysical, 488/530 nm, flow cytometry, artefact control, profiling panel; AID 1775, 2009; compound fluorescence 488/530 nm; active compounds read high; 0.38% of 220,000 active; fluorescence (KMESF) at 10 µM; in the data active means fluorescence above about 47; further: inactives centre near 10
Bim-Bcl-W: inhibitors of Bim binding to Bcl-W, primary screen, biochemical, multiplexed, bead-based flow cytometry | Bim peptide-Bcl-W binding | AID 952, 2007 | 0.02% of 190,000 active | Bcl-2-like protein 2 (Homo sapiens), Q92843 | inhibition, % at 10 µM;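 further: 0% = bound tracer without compound and 100% = peptide blocker; higher means less fluorescent Bim peptide bound to Bcl-W beads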
Bcl-2 Bim block: inhibitors of Bim-Bcl-2 binding, primary screen, biochemical, multiplexed, human Bcl-2 family. 0.06% of 190,000 active. Bead-based flow cytometry, Bim peptide-Bcl-2 binding. AID 950, 2007. Apoptosis regulator Bcl-2 (Homo sapiens), P10415. inhibition, % at 10 µM; in the data active means inhibition above about 40%; inconclusive means no clear call, values can overlap the other calls;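 further: 0% = no compound wells with probe peptide and 100% = reference peptide inhibitor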
Bcl-B Bim block: inhibitors of Bim-Bcl-B binding, primary screen, biochemical, multiplexed, human Bcl-2 family. Bcl-2-like protein 10 (Homo sapiens), Q9HD36. 0.073% of 190,000 active. AID 951, 2007. bead-based flow cytometry, Bim peptide-Bcl-B binding. inhibition, % at 10 µM;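 further: 0% = tracer peptide without compound and 100% = reference inhibitor peptide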
RGS4-Gao reg: modulators of RGS4 binding to Galphao, primary screen, biochemical, multiplexed bead flow cytometry; Guanine nucleotide-binding protein G(o) subunit alpha (Homo sapiens), P09471; actives lie on both sides; binding response (% of control), % at 10 µM; 0.33% of 220,000 active; in the data active means binding response below about 49% or above about 150%; inactive means in between;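 further: fluorescent Galphao activated with aluminum fluoride binding bead-coupled RGS4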
ABCB1 inh: ABCB1 efflux pump inhibitors, primary screen, cell-based, multiplex, flow cytometry, ABCG2 counter-screen. ATP-dependent translocase ABCB1 (Homo sapiens), P08183. CCRF-Adr cells, JC-1 efflux. inhibition, % at 6.6 µM. 0.067% of 190,000 active. AID 1326, 2008; in the data active means inhibition above about 40%;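 further: 0% = vehicle and 100% = reference inhibitor; higher value means more JC-1 retained so stronger ABCB1 efflux block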
Target sequence (P08183 whole entry, looked up): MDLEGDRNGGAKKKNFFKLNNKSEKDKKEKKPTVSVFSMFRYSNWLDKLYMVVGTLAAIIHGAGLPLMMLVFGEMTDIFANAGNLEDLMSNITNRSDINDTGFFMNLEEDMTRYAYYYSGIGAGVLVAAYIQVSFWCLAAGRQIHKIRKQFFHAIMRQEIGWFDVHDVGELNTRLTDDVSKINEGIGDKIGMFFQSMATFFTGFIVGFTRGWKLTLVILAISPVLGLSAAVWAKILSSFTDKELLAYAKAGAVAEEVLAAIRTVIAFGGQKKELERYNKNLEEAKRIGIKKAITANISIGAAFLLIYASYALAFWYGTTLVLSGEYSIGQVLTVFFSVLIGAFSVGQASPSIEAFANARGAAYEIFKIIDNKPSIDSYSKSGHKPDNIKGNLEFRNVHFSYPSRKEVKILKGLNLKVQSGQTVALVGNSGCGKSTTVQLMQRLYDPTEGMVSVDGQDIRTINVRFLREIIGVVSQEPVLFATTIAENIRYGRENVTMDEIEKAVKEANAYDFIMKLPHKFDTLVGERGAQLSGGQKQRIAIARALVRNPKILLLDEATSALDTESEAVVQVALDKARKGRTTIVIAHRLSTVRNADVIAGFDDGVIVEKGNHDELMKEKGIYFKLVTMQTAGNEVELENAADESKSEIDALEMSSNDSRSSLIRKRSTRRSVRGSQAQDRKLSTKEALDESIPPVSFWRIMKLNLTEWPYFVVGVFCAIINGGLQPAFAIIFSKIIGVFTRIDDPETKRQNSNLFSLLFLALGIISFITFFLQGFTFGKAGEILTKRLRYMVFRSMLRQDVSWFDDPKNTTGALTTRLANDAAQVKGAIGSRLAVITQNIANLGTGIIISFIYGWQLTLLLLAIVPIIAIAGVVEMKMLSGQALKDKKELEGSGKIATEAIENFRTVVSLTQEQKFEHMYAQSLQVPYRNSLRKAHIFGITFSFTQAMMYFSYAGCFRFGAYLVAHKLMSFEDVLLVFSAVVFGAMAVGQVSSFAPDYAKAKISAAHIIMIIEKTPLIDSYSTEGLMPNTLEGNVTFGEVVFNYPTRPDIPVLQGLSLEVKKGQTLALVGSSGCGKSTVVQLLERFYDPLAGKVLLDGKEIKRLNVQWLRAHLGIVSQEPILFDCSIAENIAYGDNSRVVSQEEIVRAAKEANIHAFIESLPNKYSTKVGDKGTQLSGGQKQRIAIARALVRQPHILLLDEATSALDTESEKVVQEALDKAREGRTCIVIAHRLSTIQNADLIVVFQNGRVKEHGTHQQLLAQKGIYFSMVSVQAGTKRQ
ABCG2 block: ABCG2 efflux pump inhibitors, primary screen, multiplex with ABCB1, IgMXP3 cells, flow cytometry | 0.1% of 190,000 active | JC-1 efflux | inhibition, % at 6.6 µM | AID 1325, 2008;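 active means inhibition above 80%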;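 further: 0% = DMSO and 100% = nicardipine control wells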
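test system = two drug-resistant human cell lines, ABCG2 and ABCB1 | amount = 3 million cells/mL final, two lines in 1:1 ratio | reagent = JC-1 transporter substrate | doses = one concentration, 6.6 µM final | incubation = 10 min at 25 °C | signal = flow cytometric JC-1 green MFI at 530 nm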
Active calls of the source: *; u = inconclusive. Unless noted, no stated cut-off is given here; in the data, active means inhibition above about 40%.

SMILES	RGS7-Gao	GSH fluor	Bfl-1 Bim block	Bcl-XL Bim block	Avidin fluor	Bim-Bcl-W	Bcl-2 Bim block	Bcl-B Bim block	RGS4-Gao reg	ABCB1 inh	ABCG2 block
O=S(=O)(c1ccc(Oc2ccccc2)cc1)N1CCOCC1	95.9	17	-3.0	0.0	12	0.0	1.0	1.0	100.3	0.2	1.7
CCOC(=O)c1c(NC(=O)C2CC2)sc(C)c1CC	108.1	8	3.0	-3.0	2	-2.0	0.0	-14.0	101.0	1.1	10.7
Clc1ccc(Oc2cnc3ccccc3n2)cc1	102.8	36	-18.0	-11.0	13	-3.0	-12.0	-12.0	100.9	0.5	13.9
Cc1ccc(NC(=O)CS(=O)CC(=O)N(CC(=O)NC2CCCC2)c2ccc3c(c2)OCCO3)cc1 (stereo not given)	97.4	9	1.0	0.0	5	5.0	-3.0	-2.0	97.2	-0.6	0.7
COc1ccccc1NS(=O)(=O)c1ccc(C)c(NC(=O)NC2CCCCC2)c1	94.0	7	0.0	-4.0	3	0.0	-4.0	-5.0	93.2	-0.2	-2.9
NC(=O)c1ccsc1NC(=O)Cc1ccc([N+](=O)[O-])cc1	99.2	13	-3.0	-1.0	10	-1.0	-1.0	-3.0	99.0	0.2	9.3
NC(=O)c1ccc(-n2nc(C(F)(F)F)c3c2CCCC3)cc1	100.6	11	-10.0	-10.0	11	-8.0	-10.0	-11.0	99.3	0.5	32.5
Cc1ccc(Oc2ccc(N)cc2)cc1	100.7	20	-9.0	-5.0	25	-5.0	-8.0	-9.0	101.3	1.1	13.9
CCOc1ccc(N(CC)C(=O)CCNC(=O)Cn2ccc3ccccc3c2=O)cc1	103.0	14	-1.0	3.0	13	1.0	1.0	2.0	102.2	0.6	1.1
CN(C)S(=O)(=O)c1ccc(N2CCCC2)c(C(=O)Nc2nc3ccccc3s2)c1	104.6	8	-1.0	-8.0	5	-4.0	-1.0	-4.0	102.6	0.8	5.0
Cc1cc2cc(CN(Cc3cccs3)C(=S)NCc3ccco3)c(=O)[nH]c2cc1C	102.0	5	15.0	10.0	9	7.0	8.0	8.0	99.7	-0.1	-0.8
CCc1nc(N(CC)CC)c2oc3ccccc3c2n1	104.9	17	-3.0	-3.0	22	-2.0	-2.0	0.0	105.5	0.5	0.8

Reformatted with two lines to a compound: part of the list above
Screens in order: RGS7-Gao, GSH fluor, Bfl-1 Bim block, Bcl-XL Bim block, Avidin fluor, Bim-Bcl-W, Bcl-2 Bim block, Bcl-B Bim block, RGS4-Gao reg, ABCB1 inh, ABCG2 block
- Clc1ccc(Oc2cnc3ccccc3n2)cc1
  102.8, 36, -18.0, -11.0, 13, -3.0, -12.0, -12.0, 100.9, 0.5, 13.9
- Cc1ccc(NC(=O)CS(=O)CC(=O)N(CC(=O)NC2CCCC2)c2ccc3c(c2)OCCO3)cc1 (stereo not given)
  97.4, 9, 1.0, 0.0, 5, 5.0, -3.0, -2.0, 97.2, -0.6, 0.7
- COc1ccccc1NS(=O)(=O)c1ccc(C)c(NC(=O)NC2CCCCC2)c1
  94.0, 7, 0.0, -4.0, 3, 0.0, -4.0, -5.0, 93.2, -0.2, -2.9

Additional records
SMILES	RGS7-Gao	GSH fluor	Bfl-1 Bim block	Bcl-XL Bim block	Avidin fluor	Bim-Bcl-W	Bcl-2 Bim block	Bcl-B Bim block	RGS4-Gao reg	ABCB1 inh	ABCG2 block
Nc1nnc(C(c2ccccc2)c2ccccc2)s1	101.0	12	-8.0	0.0	11	4.0	-4.0	-5.0	98.6	0.3	10.0
O=C(NCCCn1ccnc1)C(=O)NCC(c1cccnc1)N1CCN(c2ccccc2)CC1 (stereo not given)	100.9	18	0.0	-5.0	7	0.0	2.0	-4.0	99.8	1.4	8.0
Cc1cc(C)cc(Nc2ccc(C(=O)O)cc2N)c1	99.2	23	-15.0	-6.0	33	-5.0	-5.0	-6.0	101.9	-0.7	-1.1
CCOc1cc(C)ccc1OCc1nnc(SCC(=O)c2cccc([N+](=O)[O-])c2)n1C	94.5	9	0.0	0.0	10	0.0	-1.0	-2.0	95.0	0.9	5.0
COc1ccc(/C=C/C(=O)c2ccoc2)cc1	104.1	16	-2.0	1.0	34	1.0	-1.0	4.0	100.7	0.4	2.6
COc1ccccc1NC(=O)/C(=C/c1cccc([N+](=O)[O-])c1)c1ccccc1	100.2	25	1.0	-2.0	12	2.0	3.0	0.0	97.9	3.2	56.8
CCOc1ccc(-c2c(C(=O)N/N=C/c3ccc(OC(C)C)cc3)nnn2-c2nonc2N)cc1	100.5	14	7.0	2.0	6	2.0	2.0	2.0	102.9	-0.1	-0.4
CN(Cc1ccccc1)S(=O)(=O)c1ccc(NC(=S)NC(=O)C2CCCC2)cc1	104.0	12	-1.0	1.0	41	-2.0	-2.0	1.0	103.7	0.2	1.2
CCC(C(=O)O)n1nnc(-c2ccc(-c3ccc(OC)cc3)cc2)n1 (stereo not given)	94.0	24	-2.0	-2.0	13	-2.0	0.0	-1.0	94.5	-0.1	-0.3
CCOC(=O)c1ccc(N2C(=O)CC(Sc3nc(O)c(CC)c(=O)[nH]3)C2=O)cc1 (stereo not given)	98.9	12	-1.0	-5.0	37	0.0	-2.0	-3.0	98.0	0.0	0.6
O=C(Nc1ccc(Cl)cc1)N1CCCC1	97.9	39	-6.0	-10.0	17	-1.0	-4.0	-8.0	100.3	1.1	4.7
COc1cccc(N(CC(=O)NCCSc2ccccn2)S(C)(=O)=O)c1	98.6	17	-1.0	1.0	23	-1.0	-5.0	0.0	97.6	0.1	0.1
C=CCN1C(=O)C(Cc2ccccc2)S/C1=N/N=C/c1cccs1 (stereo not given)	101.5	39	-12.0	-3.0	13	0.0	-10.0	-8.0	102.2	1.7	6.1
c1ccc(-c2nnsc2Sc2ccccn2)cc1	u	15	-8.0	-1.0	12	2.0	-3.0	-7.0	102.8	1.1	28.6
O=C(NC1CCCCC1)C(c1ccc(F)cc1)N(Cc1cccs1)C(=O)CN1C(=O)c2ccccc2S1(=O)=O (stereo not given)	100.5	10	5.0	-6.0	15	-6.0	2.0	0.0	102.7	0.3	2.8
c1ccc(-c2nn3nnnc3c3ccccc23)cc1	85.7	7	0.0	3.0	4	0.0	0.0	-1.0	75.5	2.1	9.1
CC(C)OC(=O)C1=C(N)N2C(=O)CSC2=C(C(=O)OC(C)C)C1	99.9	28	3.0	-1.0	8	-1.0	1.0	-2.0	100.6	-6.4	-0.8
CCOC(=O)N1CCC(=NNC(=O)COc2ccc(OC)cc2)CC1	90.0	11	-5.0	-5.0	5	-4.0	-10.0	-4.0	97.2	0.3	-1.3
O=C(CSc1ccc(-c2ccccc2)nn1)c1cccs1	u	19	-4.0	0.0	12	0.0	-3.0	0.0	102.2	2.3	18.2
Cn1c(SCC(=O)NCc2cccs2)nnc1-c1ccco1	105.7	33	-11.0	-2.0	10	0.0	-7.0	-3.0	103.1	0.0	-1.1
CCc1ccc(OCCOCC(O)CN(CCO)CCO)cc1 (stereo not given)	102.5	6	1.0	-3.0	3	-2.0	3.0	-5.0	103.6	0.0	0.5
COc1ccc(-c2ccc(SCC(=O)Nc3nccs3)nn2)cc1OC	92.2	71	0.0	-2.0	13	-3.0	1.0	-1.0	93.2	-0.2	-0.9
Cc1ccc(NC(=O)CN2CCCCCC2)cc1[N+](=O)[O-]	u	13	0.0	-1.0	10	0.0	-1.0	-3.0	99.6	0.3	-1.4
CCOC(=O)c1cccc(NC(=O)CCc2nc(-c3ccc(C)cc3)no2)c1	98.9	19	-7.0	-7.0	27	-2.0	1.0	-5.0	100.8	-1.3	8.0
Cn1cnc([N+](=O)[O-])c1C(=O)Nc1cccc([N+](=O)[O-])c1	87.2	19	-1.0	0.0	5	0.0	-1.0	1.0	93.3	-1.1	0.2
O=C(O)c1nsc(Cl)c1Cl	102.5	6	-5.0	-1.0	10	0.0	2.0	-3.0	102.0	0.1	0.0
CC(=O)Nc1ccc(S(=O)(=O)Oc2ccc(/C=N/N=C3/NC(=O)C(CC(=O)O)S3)cc2)cc1 (stereo not given)	98.9	19	-5.0	2.0	9	0.0	1.0	-4.0	99.6	0.4	2.1
CCOc1ccccc1NC(=O)COC(=O)/C=C/c1ccc(OC)c(OC)c1	94.0	13	-1.0	-4.0	6	-2.0	5.0	-4.0	94.3	1.2	45.1
COc1cc(CO)cc(Br)c1OCC(=O)Nc1cccc2ccccc12	100.7	23	-8.0	-4.0	9	-2.0	-2.0	-6.0	99.6	1.3	9.5
O=C(CSCc1ccc(Cl)cc1)Nc1ccccc1O	u	17	6.0	3.0	8	3.0	-2.0	1.0	99.0	0.0	-0.1
COC(=O)c1cc(OC)c(OC)cc1NC(=O)CSc1nnnn1Cc1ccccc1	95.8	35	-17.0	-7.0	16	-2.0	-14.0	-12.0	96.2	0.2	36.3
COc1ccc(/C(C)=N/NC(=S)NCCc2ccccc2)cc1	u	10	-5.0	0.0	10	-2.0	-4.0	-4.0	99.1	0.6	4.7
COc1cc(C(=O)Nc2cccc(-c3nc4ncccc4o3)c2C)cc(OC)c1OC	102.6	9	2.0	0.0	16	2.0	4.0	4.0	112.4	0.4	2.7
S=C(Nc1ccccc1)Nc1ccc(OCc2ccc(Cl)cc2Cl)cc1	96.7	25	-6.0	-6.0	11	-4.0	-6.0	-1.0	102.8	-4.2	-1.8
COc1cccc2cc(C(=O)N3CCN(c4ccccc4F)CC3)c(=O)oc12	101.5	43	-11.0	-8.0	7	4.0	-7.0	-7.0	102.0	0.4	1.0
O=C(Nc1ccc(S(=O)(=O)Nc2nccs2)cc1)c1cc(-c2ccccc2Cl)nc2ccccc12	99.4	35	-10.0	-12.0	15	1.0	-4.0	-8.0	100.9	-1.2	-2.9
COc1ccc2c(c1)c(=O)c(C(=O)c1ccccc1)cn2Cc1ccccc1	97.5	13	0.0	-3.0	7	-1.0	1.0	-4.0	98.1	1.4	17.7
O=c1oc2ccc3ccccc3c2cc1-c1nnc(-c2ccccc2)o1	102.3	13	0.0	-4.0	12	-3.0	-4.0	-3.0	102.8	0.0	1.3
CC(CS(=O)(=O)c1cccc2cccnc12)N1CCCCC1 (stereo not given)	103.1	21	-18.0	-8.0	23	-2.0	-12.0	-8.0	101.5	0.5	5.4
Oc1ccc(/C=N/n2cc(-c3ccccc3)[nH]c2=S)cc1	101.2	13	16.0	0.0	20	5.0	-2.0	-38.0	103.7	-0.1	-0.1
COc1ccc(-c2cc3nc4n(c(=O)c3s2)CCC4)cc1	103.8	52	-5.0	-3.0	9	0.0	0.0	0.0	101.9	1.3	16.7
O=C1OC(c2cccc([N+](=O)[O-])c2)C2(CCCC2)C(=O)C12CCCCC2 (stereo not given)	110.6	10	-4.0	1.0	6	3.0	0.0	2.0	108.9	2.5	49.4

Screening results: PubChem, NMMLSC
